FBW7 activator – human FBW7 E3 ligase activation, primary screen. Q969H0. AlphaScreen FBW7–phospho-cyclin E peptide binding, activator screen. normalized activity (activation), % at 26.1 µM. 0.13% of 650,000 active. AID 1259310; in the data active means normalized activity above about 1.9%;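 further: purified mutant Fbw7 with reduced substrate affinity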
Target sequence (Q969H0 whole entry, looked up): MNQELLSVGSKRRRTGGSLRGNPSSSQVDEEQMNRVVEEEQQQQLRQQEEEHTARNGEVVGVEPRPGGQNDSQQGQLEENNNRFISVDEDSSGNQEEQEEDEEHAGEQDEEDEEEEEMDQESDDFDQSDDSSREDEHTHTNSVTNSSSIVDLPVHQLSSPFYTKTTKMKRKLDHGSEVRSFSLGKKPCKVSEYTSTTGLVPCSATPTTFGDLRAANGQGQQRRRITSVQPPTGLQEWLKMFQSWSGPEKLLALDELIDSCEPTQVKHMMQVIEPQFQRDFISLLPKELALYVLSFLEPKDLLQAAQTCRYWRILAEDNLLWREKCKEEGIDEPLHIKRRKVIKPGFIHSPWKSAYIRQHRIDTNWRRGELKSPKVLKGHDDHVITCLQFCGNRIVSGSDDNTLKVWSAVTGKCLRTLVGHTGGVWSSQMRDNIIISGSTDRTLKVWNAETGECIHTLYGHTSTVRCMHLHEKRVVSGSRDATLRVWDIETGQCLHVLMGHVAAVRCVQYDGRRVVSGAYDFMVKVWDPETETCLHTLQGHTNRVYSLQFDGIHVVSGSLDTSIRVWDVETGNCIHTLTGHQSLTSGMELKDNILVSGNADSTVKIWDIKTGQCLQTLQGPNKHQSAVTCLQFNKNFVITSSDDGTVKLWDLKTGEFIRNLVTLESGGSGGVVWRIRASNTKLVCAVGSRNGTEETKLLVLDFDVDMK
MITF inh – blocks human microphthalmia-associated transcription factor; O75030; AlphaScreen MITF homodimerization, bead proximity signal; inhibition, % at 2.6 µM; 0.91% of 650,000 active; in the data active means inhibition above about 50%;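 further: 0% = vehicle wells with protein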
GPR151 ag – activates the human receptor GPR151 | PathHunter beta-arrestin GPR151 cells, luminescence | activation, % at 11.2 µM | 1% of 650,000 active | AID 1508602; in the data active means activation above about 4.9%;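 further: 0% = median of compound wells and 100% = cells with positive control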
TEAD-YAP block – TEAD-YAP interaction inhibition. HEK-TIYL cells, TEAD-Gal4/YAP UAS-luciferase luminescence. inhibition, % at 9.12 µM. 1.4% of 640,000 active. AID 1259422; in the data active means inhibition above about 32%;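 further: 0% = median of test compound wells and 100% = reference inhibitor wells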
The depositor's hits bear a star; & = joins results of further samples.

1	Cn1c(=O)c2c(nc(N3CCCC3)n2CCSc2nc3ccccc3[nH]2)n(C)c1=O
2	COc1ccccc1-n1c(CNC(=O)c2cccs2)nnc1SCC(=O)N1CCc2ccccc21
3	COCCN1CCN(Cc2nc(Nc3ccccc3)c3ccccc3n2)CC1
4	COc1cccc(NC(=O)Cn2c(-c3cccc(OC)c3)nc3sc4c(c3c2=O)CCCC4)c1
5	CC1=NN(c2cccc(C(=O)O)c2)C(=O)/C1=C\c1ccco1
6	COc1cc([N+](=O)[O-])ccc1NC(=S)NCc1ccccn1
7	CC1(C)CC(OC(=O)CCC(=O)OC2CC(C)(C)NC(C)(C)C2)CC(C)(C)N1
8	CN(CCO)c1ccc(/C=C2/C(=O)Nc3ccccc32)cc1

assay / entry	1	2	3	4	5	6	7	8
FBW7 activator	-0.1	-0.2	-0.1	-0.1	-1.3	-0.2	0.0	-0.1
MITF inh	7	-20	0	-3	65*	-2	2	12
GPR151 ag	0.3	-0.5	-1.1	-0.5	-1.3	-3.0	0.7	-2.6
TEAD-YAP block	-1	-6	-5	-4	-10	-1	5	-34

9	CCOC(=O)c1c(SCc2c(F)cccc2Cl)nc(=O)[nH]c1C
10	CN1CCN(C(=S)SCC(=O)N2CCCc3ccccc32)CC1
11	Cc1ccnc(N2CCC(C(=O)NNC(=O)c3ccccc3)CC2)n1
12	CCn1c(N2CCCC(C(=O)NCC3CC3)C2)nc2ccccc21 (stereo not given)
13	CC(=O)N1CCN(c2ccccc2NC(=O)c2cccnc2)CC1
14	CCOc1ccc(C(=O)Nc2c3c(nn2-c2ccc(C)cc2C)CS(=O)(=O)C3)cc1OCC
15	CCCOc1ccc(/C(O)=C2/C(=O)C(=O)N(CCN(CC)CC)C2c2cccc(Oc3ccccc3)c2)c(C)c1 (stereo not given)
16	Cc1cc(=O)[nH]c(NC2CCN(S(=O)(=O)c3ccccc3C(F)(F)F)CC2)n1

assay / entry	9	10	11	12	13	14	15	16
FBW7 activator	0.0	-0.1	0.6	0.1	-0.1	0.1	0.1	-0.2
MITF inh	-2	2	11	15	1	2	-3	-9
GPR151 ag	0.0	0.7	-0.1	0.3	4.7	0.3	1.1	0.5
TEAD-YAP block	6	4	-2	0	11	-6	-4	0

17	COCCn1nnnc1C(c1cc2cc(C)c(C)cc2[nH]c1=O)N1CCCC(C)C1 (stereo not given)
18	CCOc1cc(C2C(C#N)=C(N)Oc3n[nH]c(-c4ccccc4)c32)ccc1OC(=O)N1CCOCC1 (stereo not given)
19	O=C(O)/C=C/C(=O)Nc1ccccc1C(=O)O
20	Cc1cnc(C(=O)N2CCCC(c3[nH]ncc3-c3ccccc3C)C2)cn1 (stereo not given)
21	CCC1(C)CC(CCNCc2ccc(N(C)C)cc2)(c2ccccc2OC)CCO1 (stereo not given)
22	CNC(=O)CSc1nc2cc(OC)c(OC)cc2cc1C
23	COc1ccc(CN2C(=O)CC(C(=O)O)SC2=Nc2ccccc2)cc1 (stereo not given)
24	CCOC(=O)c1ccc(N2C(=O)C3CCCCC3C2=O)cc1 (stereo not given)

assay / entry	17	18	19	20	21	22	23	24
FBW7 activator	-0.1	-0.1	0.0	-0.1	-0.1	0.3	0.1&0.0	0.1
MITF inh	2	0	-4	-2	6	-2	-14&2	-4
GPR151 ag	-0.1	1.8	-0.9	-1.4	-1.3	2.4	-0.3&4.0	1.5
TEAD-YAP block	9	-16	9	13	10	1	-1&14	-8

25	COc1ccc(-c2noc(N3CCCC(C(=O)Nc4ccc(F)c(Cl)c4)C3)n2)cc1 (stereo not given)
26	COC(=O)c1cc(OC)c(OC)cc1NC(=S)N1CCN(C(=O)C2CCCO2)CC1 (stereo not given)
27	Nc1ccc(S(=O)(=O)O)c2cc(S(=O)(=O)O)cc(O)c12
28	Cc1ccc(NC(=O)N2CCN(c3ccc(Nc4cccnc4)nn3)CC2)cc1C
29	O=C(c1ccc(Cl)c(Cl)c1)N1CCN(c2ccc(-c3ccco3)nn2)CC1
30	C=COCCCNc1ncnc2sc(-c3ccccc3)cc12
31	FC(F)(F)c1cccc(-n2cc(-c3ccccc3)c3c(NC4CCCCCC4)ncnc32)c1
32	O=C(Cc1ccc(F)cc1)N1CCC2(CC1)OCc1cc(Cl)ccc1O2

assay / entry	25	26	27	28	29	30	31	32
FBW7 activator	-0.1	0.6	-1.2	-0.1	-0.4	-0.1	0.0	-0.1
MITF inh	-3	17	63*	7	0	61*	13	-8
GPR151 ag	-0.5	-0.1	0.9	0.0	-2.3	-1.2	0.1	-0.5
TEAD-YAP block	-9	-7	2	1	-10	6	10	3

33	CC12C=CC(=O)C=C1CCC1C3CCC(O)(C(=O)CO)C3(C)CC3OC312 (stereo not given)
34	CCOc1ccccc1N1C(=O)NC(=O)/C(=C/c2ccc(N(C)C)c([N+](=O)[O-])c2)C1=O
35	CN(C)c1ccc(/C=N/NC(=O)CN2C(=O)NC3NC(=O)NC32)cc1 (stereo not given)
36	Cn1ncc2c(NCCC3=CCCCC3)c(C(=O)O)cnc21
37	Cc1cccc(CN2CCN3C(=O)[C@H](CC(C)C)N(C)C(=O)[C@H]3C2)n1
38	CC(=O)OCC1O[C@H](n2cc(Br)c(=O)[nH]c2=O)C(OC(C)=O)C1OC(C)=O (stereo not given in full)
39	COc1ccccc1N1CCN(Cc2cc(Cl)c(O)c3ncccc23)CC1
40	O=C(CN1CCCCCC1)Nc1ccc(Br)cc1

assay / entry	33	34	35	36	37	38	39	40
FBW7 activator	-0.1	0.0	0.0	0.0	-0.1	0.1	-0.2	0.1
MITF inh	6	-33	2	-12	-8	13	74*	-11
GPR151 ag	4.0	-0.2	-0.2	-0.5	-2.3	-1.0	-0.8	0.2
TEAD-YAP block	-2	5	-2	-4	-16	1	82*	-4

41	CCOc1ccccc1-n1c(=S)sc2c(=O)n(-c3ccc(C)cc3)c(SCC(=O)NCCc3ccc(OC)c(OC)c3)nc21
42	O=C(Nc1nc(-c2nc3ccccc3s2)cs1)C1=COCCO1
43	COC(=O)c1cc(CNC(=O)c2ccc3c(c2)OCO3)cc(NC(=O)C2CCCCC2)c1
44	O=C(CCCCn1c(=S)[nH]c2ccsc2c1=O)NCc1ccc(Cl)cc1
45	Cc1cc(N2C(=O)CS(=O)(=O)C2c2cccc(Br)c2)ccc1Br (stereo not given)
46	COC(=O)CC1C(=O)NCCN1Cc1nc(N)c2ccc(Cl)cc2n1 (stereo not given)
47	CS(=O)(=O)N(CC(=O)NCC1CCCO1)c1cccc(Cl)c1 (stereo not given)
48	COc1ccc(CN2CCN(Cc3cc(OC)cc(OC)c3)C(CCO)C2)cc1 (stereo not given)

assay / entry	41	42	43	44	45	46	47	48
FBW7 activator	0.0	0.0	0.0	0.2	0.0	-0.4	0.0	0.0
MITF inh	-2	-12	0	7	0	18	5	4
GPR151 ag	-0.7	2.2	-0.5	-0.3	2.0	-0.5	-0.1	-0.4
TEAD-YAP block	15	-8	5	-4	0	0	3	6

49	COc1ccc(OC)c(/C=C2/N=C(c3cc([N+](=O)[O-])ccc3OC)OC2=O)c1
50	O=C(NNS(=O)(=O)c1ccc(F)cc1)c1ccccc1O
51	CCOc1ccc(NC(=O)C(=O)NC(C)C)cc1
52	COC(=O)Cn1cc(S(=O)(=O)Nc2ccccc2OC)c2cc([N+](=O)[O-])ccc21
53	Cc1c(C(=O)N2CCCC2)oc2c1C(=O)CC(C)(C)C2
54	CCN(CC)c1cc(C)nc(N2C3CCC2CC(O)(c2ccc(F)cc2)C3)n1 (stereo not given)
55	CC(C)(C)n1nc2c(c1NC(=O)COc1ccc(F)cc1)CSC2
56	COc1ccc(CCNC(=O)C(Cl)Cl)cc1

assay / entry	49	50	51	52	53	54	55	56
FBW7 activator	0.0	0.2	0.0	-0.2	0.2	0.3	0.6	0.0
MITF inh	15	15	9	-2	0	3	2	-5
GPR151 ag	0.4	0.3	0.2	0.1	-0.1	0.1	2.3	-1.2
TEAD-YAP block	-10	1	-38	-5	4	13	12	3

57	COCCOC(=O)C1=C(C)NC2=C(C(=O)CC(c3ccc(Cl)cc3)C2)C1c1ccc(OC(C)=O)cc1 (stereo not given)
58	Cc1ccc(-c2cc(C(F)(F)F)n3ncc(C(=O)NCc4cnn(C)c4C)c3n2)cc1
59	COCc1cc(C)c(C#N)c(SCC(=O)c2ccc(C)cc2C)n1
60	CCOC(=O)c1[nH]c2ccc(F)cc2c1NC(=O)OC
61	CC1(C)CC(=O)c2cc(C(=O)NCCC3=CCCCC3)c(=O)n(-c3ccccc3)c2C1
62	Nc1nc(NCc2ccccc2)nc(-c2ccccc2)n1
63	COc1ccc(C(CC(=O)O)NC(=O)c2ccc(C)cc2)cc1OC (stereo not given)
64	COc1ccc(NC(=O)COc2ccc(Cl)cc2Cl)cc1

assay / entry	57	58	59	60	61	62	63	64
FBW7 activator	0.4	-0.1	0.1	0.8	-0.1	-0.1	-0.2	0.0
MITF inh	-10	-9	-2	7	16	-6	-5	7
GPR151 ag	-1.1	-0.2	-0.3	-0.3	1.1	-0.4	0.0	2.3
TEAD-YAP block	9	-2	-2	11	8	-18	-2	-25

65	CCOC(=O)C1=C(N)N(c2ccc(OC)cc2)C2=C(C(=O)CC(C)(C)C2)C1c1ccc(Br)s1 (stereo not given)
66	CC1(c2ccc(Cl)cc2)CC(C)(C)N(C(=O)c2ccc(F)cc2)c2ccccc21 (stereo not given)
67	O=C(Nc1ncc(Cc2ccccc2)s1)C1=NCCN1
68	CCOc1ccc(S(=O)(=O)N2CCCC(C)C2)cc1 (stereo not given)
69	Cc1ccc2c(c1)CC[C@H]1CC(=O)CC[C@]21C
70	Cc1cnc(-c2ccccc2)nc1NCc1cccc(C(F)(F)F)c1
71	CCn1c(SCC(=O)Nc2ccc(C)c(N)c2)nnc1-c1ccc(Cl)cc1
72	Cc1nnc(CN(C)Cc2nnc(C)o2)o1

assay / entry	65	66	67	68	69	70	71	72
FBW7 activator	-0.1	0.1	-1.0	0.4	0.0	0.1	0.1	-0.1
MITF inh	-3	12	12	20	8	-12	4	3
GPR151 ag	-1.9	-0.7	1.3	-1.1	0.9	-1.1	-0.8	0.2
TEAD-YAP block	-1	-4	-6	12	-13	15	7	-9

73	CCOc1ccccc1Nc1cc(C)nc2nc(C)nn12
74	C=CCCC(=O)NCC1Cc2c(F)ccc(-c3ccncc3)c2O1 (stereo not given)
75	Cc1c(C(=O)N2CCOCC2)oc2c1C(=O)CC(C)(C)C2
76	CC1CCN(S(=O)(=O)c2ccc(NC(=O)CSc3nc4ccccc4o3)cc2)CC1
77	O=C(O)c1cccc(NC(=O)c2ccc(O)cc2)c1
78	COc1ccc(C2C(C(=O)NCCCN3CCN(C)CC3)c3ccccc3C(=O)N2Cc2ccc(F)cc2)cc1 (stereo not given)
79	Cc1ccc(C2CC(=O)C(C=NCCN3CCNCC3)=C(O)C2)cc1 (stereo not given)
80	O=C(N[C@H]1C[C@H]2C(=O)N[C@H](Cc3ccccc3)C(=O)N2C1)c1cccs1

assay / entry	73	74	75	76	77	78	79	80
FBW7 activator	-0.1	-0.2	-0.2	0.1	0.2	0.0	0.1	-0.1
MITF inh	10	5	-4	4	4	-10	-7	3
GPR151 ag	1.3	-0.1	0.8	16*	-5.9	0.9	0.6	0.7
TEAD-YAP block	2	1	0	11	4	-5	5	-1

81	Cc1ccccc1/C(N)=N/OCc1ccc(Cl)cc1
82	O=c1c2c3c(sc2nc2ccc(N4CCCCC4)nn12)CCCC3
83	CC(C)[C@@H](CO)Nc1ccc2ncc(-c3cccc(O)c3)n2n1
84	O=C(CC1C(=O)NCCN1C/C=C/c1ccccc1)NCc1cn2c(n1)SCC2 (stereo not given)
85	CCOC(=O)N1CCC(N2CCCC(CNS(=O)(=O)c3ccc(OC)cc3)C2)CC1 (stereo not given)
86	CCOC(=O)c1c(C)n(CCOc2cccc(OC)c2)c2ccc(O)cc12
87	C/C(=N\NC(=O)c1ccccc1[N+](=O)[O-])c1ccc(O)cc1O
88	COc1ccc(CNCCC2CCC(=O)N2CCc2ccccc2)cc1 (stereo not given)
89	CCSCCOC(=O)C1=C(C)NC2=C(C(=O)CC(c3ccccc3)C2)C1c1cccc(OC)c1OC (stereo not given)

assay / entry	81	82	83	84	85	86	87	88	89
FBW7 activator	0.0	0.1	0.2	0.5	0.0	0.1	-0.3	-0.2	1.1
MITF inh	-1	-6	18	9	9	-18	6	-1	13
GPR151 ag	-5.5	-0.6	-0.6	1.2	1.8	-0.5	-0.4	-1.3	0.4
TEAD-YAP block	-26	-29	39*	3	6	-8	-3	-1	5

One compound at a time, as listed above:
CC(C)[C@@H](CO)Nc1ccc2ncc(-c3cccc(O)c3)n2n1 is listed with FBW7 activator: 0.2; MITF inh: 18; GPR151 ag: -0.6; TEAD-YAP block: 39*
Cc1ccccc1/C(N)=N/OCc1ccc(Cl)cc1 is listed with FBW7 activator: 0.0; MITF inh: -1; GPR151 ag: -5.5; TEAD-YAP block: -26

Compound activity (PubChem BioAssay)
